Assay outcomes (PubChem)
PfGluPho inh: PfG6PD (Plasmodium falciparum) enzyme inhibition; PfGluPho enzyme, NADPH resazurin-diaphorase fluorescence; inhibition, % at 20 µM; actives 0.78% (n = 350,000); AID 504690;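 active means inhibition reaching at least a set limit at 20 µM in the primary screen, cut at about 59% in these data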;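 further: 0% = DMSO wells with substrate and 100% = DMSO wells lacking glucose-6-phosphate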
SENP1 inh: SENP1 (human) catalytic domain inhibition; Q9P0U3; recombinant SENP1 catalytic domain, CyPet-SUMO1-YPet FRET cleavage; inhibition, % at 10 µM; actives 0.21% (n = 360,000); AID 624204;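 active means inhibition at least 30% at 10 µM, raw YFP signal under a set limit, fluorescence ratio 0.5 to 1.5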;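 further: 0% = enzyme with DMSO and 100% = no enzyme wells; some results filed as inactive read as strong as hits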
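Compound: 10 µM single point, 0.5% DMSO; Test system: hSENP1 catalytic domain, recombinant; Timing: 50 min reaction at room temperature; Technique: FRET, CFP and YFP emission; Control set: no-enzyme wells low, DMSO-plus-enzyme wells high control.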
SENP8 block-1: inhibitors of human SENP8 protease; Q96LD8; actives 0.64% (n = 360,000); recombinant SENP8, Nedd8 substrate fluorescence; AID 602440; inhibition, % at 20 µM; in the data active means inhibition mostly above about 40%, no sharp cut-off; inactive means mostly below about 27%
Target sequence (Q96LD8 whole entry, looked up): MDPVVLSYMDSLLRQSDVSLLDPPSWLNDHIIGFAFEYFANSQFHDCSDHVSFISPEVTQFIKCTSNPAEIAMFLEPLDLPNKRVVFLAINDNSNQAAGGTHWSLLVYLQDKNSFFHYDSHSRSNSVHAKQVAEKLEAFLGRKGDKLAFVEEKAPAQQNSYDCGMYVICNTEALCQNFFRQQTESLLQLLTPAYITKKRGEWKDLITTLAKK
SENP6 inh: blocks the human protease SENP6. actives 1.8% (n = 330,000). Q9GZR1. inhibition, % at 10 µM. Recombinant SENP6 catalytic domain, aminoluciferin luminescence. AID 2599;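 active means inhibition above about 50% at the single tested dose, limit read from the data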;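 further: plate controls were DMSO wells with enzyme for no effect and DMSO wells lacking enzyme for full effect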
Target sequence (Q9GZR1 628-1112 limits assumed): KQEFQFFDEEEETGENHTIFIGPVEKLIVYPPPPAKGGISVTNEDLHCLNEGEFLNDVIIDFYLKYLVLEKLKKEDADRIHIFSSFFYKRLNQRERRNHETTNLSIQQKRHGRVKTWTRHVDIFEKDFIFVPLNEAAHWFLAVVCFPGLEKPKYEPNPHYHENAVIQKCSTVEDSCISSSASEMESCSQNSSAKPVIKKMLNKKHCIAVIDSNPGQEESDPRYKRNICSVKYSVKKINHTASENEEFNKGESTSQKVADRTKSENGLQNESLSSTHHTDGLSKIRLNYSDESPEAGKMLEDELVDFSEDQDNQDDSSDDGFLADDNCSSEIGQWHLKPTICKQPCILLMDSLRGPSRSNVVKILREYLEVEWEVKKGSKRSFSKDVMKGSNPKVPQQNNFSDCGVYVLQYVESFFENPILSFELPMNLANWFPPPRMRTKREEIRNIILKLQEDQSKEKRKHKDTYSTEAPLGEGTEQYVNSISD
SENP7 block: inhibitors of human SENP7 protease | Q9BQF6 | inhibition, % at 5 µM | actives 1.5% (n = 330,000) | recombinant SENP7, Z-RLRGG-aminoluciferin luminescence, 40 min | AID 434973;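 active means inhibition above about 50% at the single test dose, limit read from the data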;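 further: plate controls were DMSO with enzyme for no effect and no enzyme buffer wells for full effect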
SENP8 block-2: inhibitors of human SENP8 protease; purified SENP8, Z-RLRGG-aminoluciferin cleavage, luminescence; inhibition, % at 10 µM; AID 2540; actives 1.2% (n = 330,000); in the data active means inhibition above about 50%
HKDC1 inhibitor: blocks human hexokinase HKDC1 activity; Q2TB90; inhibition, % at 20 µM; recombinant HKDC1, G6PDH/diaphorase resazurin coupled fluorescence; actives 0.16% (n = 340,000); AID 493160;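 active means inhibition above about 35% when tested at 20 µM, limit read from the data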;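 further: plate controls were DMSO wells with enzyme for no effect and DMSO wells lacking enzyme for full effect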
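Assay system – recombinant HKDC1 (HK5) hexokinase enzyme, produced in-house · Input – HKDC1 at 5 µg/mL · Reagent – glucose plus 1 mM ATP as hexokinase substrates · Timing – 90 min reaction incubation at room temperature, dark · Measured by – G6PDH/diaphorase-coupled fluorescence, 1 mM NADP, 100 µM resazurin, 525/613 nm · Benchmarks – DMSO-enzyme wells negative, buffer-substituted wells positive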
beta cell repl: MIN6 beta-cell proliferation induction; MIN6 cells proliferation, ATPlite luminescence, 48 h; cells starved in 0.2% serum; 100% = growth in 10% serum; proliferation, % at 10 µM; actives 0.29% (n = 330,000); AID 2380;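 active means compounds whose signal lies at least 3.5 SD above the mean of all wells on their plate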;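 further: 0% = DMSO-treated cells in low-serum medium and 100% = 10% serum control; some compounds called inactive have numbers as strong as hits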
UBC13 polyUb: human UBC13 polyubiquitination inhibition. P61088. UBC13 polyubiquitin chain formation, TR-FRET. inhibition, % at 20 µM. AID 485273. actives 0.47% (n = 330,000); in the data active means inhibition above about 45%, passing the limit was not always enough
Target sequence (P61088 whole entry, looked up): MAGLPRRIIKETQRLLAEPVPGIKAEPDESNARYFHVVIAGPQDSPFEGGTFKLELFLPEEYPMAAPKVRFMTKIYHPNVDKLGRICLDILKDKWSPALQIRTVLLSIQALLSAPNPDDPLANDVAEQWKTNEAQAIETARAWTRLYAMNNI
Numbers without * were called inactive; i = inactive; nt = no result given.

SMILES | PfGluPho inh | SENP1 inh | SENP8 block-1 | SENP6 inh | SENP7 block | SENP8 block-2 | HKDC1 inhibitor | beta cell repl | UBC13 polyUb
O=S(=O)(c1ccc(Cl)s1)N1CCN(CCc2ccccc2)CC1 | -10 | -10 | 7 | -2 | 0 | -7 | 1 | -1 | -2
O=C(NNC(=O)c1ccccc1O)c1ccc(-c2ccc([N+](=O)[O-])cc2)o1 | -22 | 2 | -50 | -4 | 9 | -19 | -7 | -7 | -21
CCCCNC(=S)N1CCC(Cc2ccccc2)CC1 | 11 | 0 | 4 | -16 | -9 | -3 | 6 | -7 | -3
CC(Nc1nc(-c2ccc(Cl)cc2)cs1)c1nc2cc(Cl)c(N3CCCCC3)cc2n1CCOCCO (stereo not drawn) | 11 | 1 | 14 | -6 | 2 | -3 | 3 | -8 | 28
Cc1ccc(C2CC2C(=O)NNC(=S)Nc2ccc(Cl)cc2)cc1 (stereo not drawn) | -11 | 4 | 15 | -14 | -4 | -14 | -12 | -1 | -18
CC(=O)N1CCc2cc(S(=O)(=O)CCC(=O)Nc3cccc(F)c3)ccc21 | -10 | 0 | 18 | 0 | -10 | 4 | -8 | -2 | 3
CN(C(=O)CCc1nc(-c2ccccc2F)no1)c1ccccc1 | -21 | 2 | 12 | 0 | 1 | -1 | -3 | -1 | 14
CCCn1c(SCC(=O)c2ccc3c(c2)OCCO3)nnc1C(C)C | 17 | 1 | 10 | -15 | 4 | 2 | -5 | -2 | -2
CCOC(=O)CC(NC(=O)c1ccco1)c1ccccc1Cl (stereo not drawn) | 13 | -1 | 16 | 8 | 6 | 3 | -6 | 1 | 1
COc1cccc(N2C(=O)C3CCCN3C2=S)c1 (stereo not drawn) | -4 | -1 | 15 | -3 | 1 | -9 | -8 | 3 | -1
NC(=O)C1CCN(C(=O)CNC(=O)c2ccc(F)cc2)CC1 | -9 | -1 | 2 | 4 | 0 | 3 | -8 | 1 | -7
COc1cc(C2=NOC(C(=O)NCc3cccnc3)C2)cc(OC)c1OC (stereo not drawn) | 2 | 0 | 6 | -2 | 2 | -2 | -2 | 0 | 0
COc1ccccc1NC(=O)CCC(=O)N(Cc1ccc(OC)c(OC)c1)c1nccs1 | 8 | 0 | 7 | -1 | -2 | -3 | -8 | -2 | 6
O=[n+]1cc(-c2cc3ccccc3o2)n([O-])c2c1CCCC2 | -3 | -6 | -256 | -11 | -7 | -14 | -6 | 0 | -3
O=C(CCSc1nnnn1-c1ccccc1)N1CCOCC1 | -2 | 3 | 20 | 0 | 4 | -9 | 1 | -2 | 5
Cc1cccc(C)c1NC(=O)CSc1ccc([N+](=O)[O-])cn1 | 13 | 1 | 26 | -2 | 7 | 0 | -3 | 0 | 1
O=C(O)COc1ccc(NC(=O)c2cccs2)cc1 | -5 | 2 | -12 | -36 | -1 | 0 | -5 | -2 | 1
Cc1ccc(NC(=O)/C(=C\c2ccco2)NC(=O)c2ccco2)cc1 | -7 | -10 | 8 | -11 | -9 | 3 | -3 | 0 | -3
O=C(CC1Oc2ccccc2NC1=O)NCCCN1CCN(C2CCCCC2)CC1 (stereo not drawn) | 10 | -4 | 11 | 6 | 1 | 7 | -8 | -2 | 1
NC12CC3CC(C1)CC(CC(=O)O)(C3)C2 | 4 | 1 | 6 | -2 | -3 | -3 | 7 | -2 | -3
COc1ccc(C=C2SC(=O)NC2=O)cc1OC | 3 | 3 | -68 | nt | nt | nt | -1 | nt | nt
COc1cc2c(cc1NC(=O)COc1ccccc1OC)oc1ccccc12 | -15 | 1 | 1 | -4 | -7 | -7 | -9 | -2 | -3
CCOC(=O)CSc1nc(-c2ccccc2)nc2c1oc1ccccc12 | 3 | -1 | -1 | 15 | -1 | -1 | -11 | -2 | 9
Cn1c(N)c(C(=O)COC(=O)Cc2ccccc2F)c(=O)n(C)c1=O | -8 | 1 | 4 | 12 | -1 | 13 | -6 | -2 | 8

Five consecutive records out of the list so far, quoted:
SMILES | PfGluPho inh | SENP1 inh | SENP8 block-1 | SENP6 inh | SENP7 block | SENP8 block-2 | HKDC1 inhibitor | beta cell repl | UBC13 polyUb
NC12CC3CC(C1)CC(CC(=O)O)(C3)C2 | 4 | 1 | 6 | -2 | -3 | -3 | 7 | -2 | -3
COc1ccc(C=C2SC(=O)NC2=O)cc1OC | 3 | 3 | -68 | nt | nt | nt | -1 | nt | nt
COc1cc2c(cc1NC(=O)COc1ccccc1OC)oc1ccccc12 | -15 | 1 | 1 | -4 | -7 | -7 | -9 | -2 | -3
CCOC(=O)CSc1nc(-c2ccccc2)nc2c1oc1ccccc12 | 3 | -1 | -1 | 15 | -1 | -1 | -11 | -2 | 9
Cn1c(N)c(C(=O)COC(=O)Cc2ccccc2F)c(=O)n(C)c1=O | -8 | 1 | 4 | 12 | -1 | 13 | -6 | -2 | 8

The listing continues.
SMILES | PfGluPho inh | SENP1 inh | SENP8 block-1 | SENP6 inh | SENP7 block | SENP8 block-2 | HKDC1 inhibitor | beta cell repl | UBC13 polyUb
CCn1c(SCC(=O)NC2CC2)nnc1-c1cccs1 | 0 | 0 | 18 | 9 | 4 | 4 | -2 | -3 | 10
COc1ccccc1NC(=O)CCCC(=O)OCC(F)(F)C(F)F | -25 | 2 | 12 | -22 | 2 | 2 | -8 | -1 | -3
O=C(N/N=C/C=C/c1ccccc1)NC1CCCCC1 | -8 | 1 | 14 | -6 | -4 | -9 | -1 | -4 | -7
COc1cc(C=NO)nc(-c2ccccn2)c1 | 14 | 2 | 5 | nt | nt | nt | -9 | nt | nt
Cc1ccc(C(=O)Nc2ccc3ccccc3n2)cc1 | 27 | 1 | 11 | 86* | 86* | 80* | 0 | -3 | -5
O=C(NCc1ccccc1Cl)c1ccc(NC2=NC3CS(=O)(=O)CC3S2)cc1 (stereo not drawn) | -14 | 2 | 8 | -8 | -7 | -8 | 0 | -1 | 6
CC(NS(=O)(=O)c1ccccc1)C(=O)NCCc1ccccn1 (stereo not drawn) | -8 | 2 | 10 | -10 | -9 | -8 | -8 | -1 | 0
COc1ccccc1OS(=O)(=O)c1ccc(NC(C)=O)cc1 | -6 | 2 | 6 | 8 | 0 | 7 | -2 | -3 | 7
NC(=S)N/N=C/c1cn(-c2ccccc2)nc1-c1cccnc1 | 10 | 1 | 20 | -8 | 5 | -5 | -2 | -4 | 38
CCC(C)NCCCCOc1ccc(Cl)cc1C (stereo not drawn) | -4 | 2 | 24 | -10 | -1 | -4 | -5 | -3 | 4
CCCN(CC(=O)Nc1cc(Cl)ccc1Cl)C(=O)/C=C/c1cc(OC)ccc1OC | 25 | -48 | i | 0 | 3 | 0 | 1 | -5 | 22
COc1cc(C(=O)NCC2CCCO2)ccc1OCc1ccc(Cl)cc1Cl (stereo not drawn) | 0 | 0 | 5 | -36 | -17 | -15 | 0 | -4 | -3
Cc1cc(/C([O-])=C(/C(=S)Nc2ccc(F)cc2)[n+]2ccccc2)c(C)n1Cc1ccccc1Cl | 11 | -28 | -30 | 13 | 7 | 4 | -4 | -6 | -12
Fc1ccc2nc(Nc3ccccc3)sc2c1 | 27 | -1 | 7 | 47 | 72* | 64* | -1 | -4 | -5
COc1ccccc1C(=O)Nc1ccc(N2CCCCC2)cc1 | 29 | 9 | 5 | 9 | 30 | 17 | -3 | -3 | -4
COc1cccc(/C=N/NC(=O)C(=O)N/N=C/c2cccc(OC)c2OC)c1OC | -7 | 4 | -64 | -10 | -11 | -1 | -9 | 0 | -13
CN(CC1CCOCC1)C(=O)CC1C(=O)NCCN1Cc1cccc(C(F)(F)F)c1 (stereo not drawn) | -7 | -14 | -103 | 7 | 4 | -2 | 0 | -2 | -2
Cc1ccc(C(=O)NC2=NCCS2)cc1Cl | 23 | 2 | 9 | 38 | 20 | 28 | -4 | -1 | 8
CCCCn1c(N)c(N(CCOC)C(=O)CSc2nc3ccc(C)cc3[nH]2)c(=O)[nH]c1=O | -12 | -2 | 14 | -18 | -1 | -2 | 0 | 0 | 4
O=C(NNS(=O)(=O)c1ccccc1)c1ccc([N+](=O)[O-])cc1 | -19 | 2 | 14 | -3 | 68* | -10 | 5 | 1 | -3
CC(C)(C)C(=O)Nc1ccc(C(=O)CSc2nnc(C3CC3)n2C2CC2)cc1 | 13 | 2 | 7 | -2 | -3 | -8 | -1 | -2 | -2
Cc1cc(C)c(NC(=O)C2CC3CCC2C3)c(C)c1 (stereo not drawn) | 10 | -1 | 5 | 12 | -4 | 11 | -2 | 0 | 0
O=C(/C=C/c1ccc(F)cc1)OCC(=O)c1ccc[nH]1 | -11 | -3 | 5 | -2 | 3 | -19 | -6 | -5 | 2
Cc1nn(Cc2ccc(C(=O)N3CCN(C(=O)c4ccco4)CC3)o2)c(C)c1[N+](=O)[O-] | 2 | 2 | 2 | -12 | 3 | 0 | -4 | 1 | -5
COc1ccc(C(=O)NCCc2nnc(SCC(=O)Nc3ccccc3)n2C)cc1 | -1 | 2 | 35 | 14 | 3 | 0 | -1 | -1 | -5
CC(CC(=O)O)CC1=NS(=O)(=O)c2ccccc2N1 (stereo not drawn) | -13 | 1 | 21 | -5 | 9 | 2 | -5 | -3 | -4
COc1cccc(OCCNCc2ccccc2)c1 | 20 | -2 | 10 | 1 | -6 | -13 | -4 | 0 | -6
O=C(ON=C1CCN(S(=O)(=O)c2ccccc2)CC1)c1ccccc1 | 4 | 1 | 19 | 46 | 30 | 9 | -3 | 1 | 5
CN(CC(=O)Nc1ccc(Cl)cc1)CC(=O)Nc1ccc(C(N)=O)cc1 | 10 | -5 | 6 | -13 | 0 | -1 | -10 | -2 | 8
CC(C(N)=O)N1C(=O)c2cccc3cccc1c23 (stereo not drawn) | 19 | -8 | -197 | -7 | 7 | 5 | 0 | 0 | 12
O=C(NCCN1CCOCC1)c1ccc(Cl)c(Cl)c1 | 14 | 0 | 24 | 3 | -3 | 9 | -5 | -3 | -1
CCCc1ccc(S(=O)(=O)N/N=C(/C)c2ccc3c(c2)OCO3)cc1 | 0 | 3 | -8 | -11 | -7 | -1 | -1 | -6 | -5
COCCn1nnnc1CN(CCc1ccccc1)Cc1cc2ccc(C)cc2[nH]c1=O | 3 | 0 | 5 | -31 | -1 | 5 | -1 | -4 | 8
COC(=O)c1cc(COC(=O)c2nc3nccc(C)n3n2)oc1C | -8 | 0 | 2 | -2 | 0 | 8 | 3 | -3 | 3
Cc1cccc(N(C(=O)c2csnn2)C(C(=O)NC(C)(C)C)c2cccs2)c1 (stereo not drawn) | -15 | 1 | 30 | 5 | -11 | -2 | 8 | -3 | -2
C=CCn1c(SC)nnc1-c1ccc2ncccc2c1 | -5 | 1 | -9 | -16 | -1 | 6 | -3 | -1 | 6
Cc1c(Cl)cccc1NC(=O)CN1CCC(NC(=O)C2CCCCC2)CC1 | 8 | 2 | 21 | -40 | 8 | 3 | 4 | 0 | 5
CC(C)N(Cc1cn(C)nc1-c1cccc(Cl)c1)Cc1nccn1C | 6 | 0 | 13 | -8 | 10 | -3 | 0 | 0 | 5
Cc1ccccc1C(=O)NC(NC(=S)Nc1ccc(S(N)(=O)=O)cc1)C(Cl)(Cl)Cl (stereo not drawn) | 11 | 2 | 12 | -8 | -4 | 3 | 4 | 0 | 8
